TNAP activation fold: human TNAP enzyme activators, primary screen, biochemical, luminescent, no phosphate acceptor, uHTS (AID 1001); one-dose activation fold at 20 µM; EC50 in µM for titrated hits; hit rate 0.03% among 200,000; purified TNAP, luminescent activation assay, no phosphate acceptor; higher activation fold means a stronger effect; Alkaline phosphatase, tissue-nonspecific isozyme (Homo sapiens); in the data active = activation fold from about 3, or a potency from the dose series; inactive = the rest, 99 in 100 with activation fold below about 1.6; also: many of its hits are not listed in these tables
RSV CPE inhibition: RSV antiviral activity via CPE protection, HEp-2 cells, primary 10 µM value included (AID 2391); HEp-2 cells, RSV-induced CPE inhibition; higher % means a stronger effect; one-dose CPE inhibition, % at 10 µM; IC50 in µM for titrated hits; hit rate 0.13% among 310,000; in the data active = a potency from the dose series; inconclusive = CPE inhibition mostly from about 23% at the one dose, without a potency; inactive = the rest, 99 in 100 with CPE inhibition below about 21%; also: strong numbers were not always called active
Salmonella PhoP GFP: inhibitors of PhoP regulon expression, primary screen, Salmonella Typhimurium, GFP reporter (AID 1863). S. Typhimurium PhoP-regulated promoter GFP reporter, 4 h; higher % means a stronger effect. inhibition, % at 50 µM, or IC50 in µM where a hit was titrated. hit rate 0.16% among 300,000;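 active = inhibition over 29.93%, a cutoff 3 SD above the screen mean, later confirmed by dose response; inconclusive = inhibition over 29.93% but no dose response follow-up; inactive = inhibition at most 29.93% or unconfirmed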;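 also: 0% = low Mg2+ inducing control and 100% = high Mg2+ repressing control; strong numbers were not always called active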
Siah-1 displacement: Siah-1 peptide-binding antagonists, primary screen, biochemical, fluorescence polarization, rhodamine-plectin, uHTS (AID 1817); E3 ubiquitin-protein ligase SIAH1 (Homo sapiens); Siah-1 / rhodamine-plectin peptide fluorescence polarization; higher % means a stronger effect; one-dose displacement, % at 20 µM; IC50 in µM for titrated hits; hit rate 0.02% among 290,000;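 active = displacement of at least 50% at 20 µM, with a fluorescence ratio check between 0.3 and a set limit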;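 also: plate controls were Siah plus tracer with DMSO for no effect and tracer alone without Siah for full effect; strong numbers were not always called active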
WT yeast gro inh: growth inhibition of WT strain, primary screen, mitochondrial fusion inhibitor project, WT and mutant strains, chemical genetic. mitochondrial fusion phenotypic screen. inhibition, % at 10 µM. hit rate 2.1% among 190,000. AID 1362, 2008; in the data active = inhibition above about 58%; tested in S. cerevisiae
Myeloid diff MLP: induction of myeloid progenitor differentiation, primary screen, cell-based, flow cytometry, MLPCN library. ER-HoxA9 myeloid progenitors, lysozyme-GFP differentiation. calls only at 10 µM. hit rate 1% among 360,000. AID 624256, 2012;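 active = normalized GFP-positive differentiation at or above the plate's own cutoff, the solvent-only control mean plus 3 SD; inconclusive = no clear call, values can overlap the other calls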;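 also: cells exposed to compound for four days before flow analysis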
XIAP antagonists: XIAP antagonists, biochemical, IAP family, fluorescence polarization (AID 1018). E3 ubiquitin-protein ligase XIAP (Homo sapiens). one-dose displacement, % at 20 µM; IC50 in µM for titrated hits. hit rate 0.007% among 200,000. XIAP BIR domain, fluorescence polarization peptide displacement; higher % means a stronger effect; in the data active = displacement above about 50%; also: a part of the inactive calls stands beside numbers as strong as those of hits
human PMI inhibition: inhibitors of human PMI, primary screen, biochemical, fluorescence intensity, coupled assay (AID 1209). inhibition, % at 20 µM; hits with a dose series show IC50 in µM. hit rate 0.42% among 190,000. purified PMI enzyme, coupled fluorescence intensity; higher % means a stronger effect. Mannose-6-phosphate isomerase (Homo sapiens);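 also: plate controls were DMSO vehicle for no effect and wells lacking substrate for full effect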
human PMI inhibitors: human PMI inhibitors, high substrate, primary screen, biochemical, fluorescence intensity, high mannose 6-phosphate (AID 1220); Mannose-6-phosphate isomerase (Homo sapiens); recombinant PMI enzyme, coupled fluorescence intensity; higher % means a stronger effect; inhibition, % at 20 µM; hits with a dose series show IC50 in µM; hit rate 0.66% among 190,000
WT yeast gro inh mutant strain: recorded beside WT yeast gro inh, whose call it bears; inhibition, %; mitochondrial fusion phenotypic screen, mutant strain inhibition
Myeloid diff MLP GFP+ MAC1+ %: further read-out of Myeloid diff MLP, marked with its call; GFP+ MAC1+ double positive, %; measured here: differentiation confirmed by MAC1 staining
Numbers without * were called inactive; i = inactive; ? = inconclusive; . = not tested or not shown. Rule as the data show it, unless noted: active = inhibition above about 50%; inactive = the rest.

SMILES	TNAP activation fold	RSV CPE inhibition	Salmonella PhoP GFP	Siah-1 displacement	WT yeast gro inh	WT yeast gro inh mutant strain	Myeloid diff MLP	Myeloid diff MLP GFP+ MAC1+ %	XIAP antagonists	human PMI inhibition	human PMI inhibitors
Cc1ccccc1NC(=O)C(C#N)Cc1cccnc1 (stereo not given)	1.1	1.6%	10%	0%	.	.	i	1.7	-3.5%	14%	14%
COc1ccc(C(=O)C2CCCN(Cc3cccc4c3OCO4)C2)cc1OC (stereo not given)	1	0.3%	4%	3%	4	10	i	0.3	-2.4%	4%	-1%
Cc1onc(-c2ccccc2)c1C(=O)Nc1ccc(Br)cc1Cl	.	0.8%	-4%	0%	.	.	i	1.3	.	.	.
CCn1c(CC(=O)Nc2ccc(C)c(Cl)c2)nnc1SCC(=O)Nc1nc(C)cs1	1	-0.1%	8%	-2%	.	.	i	0.4	-4.8%	2%	1%
CCSc1nc(N)c(NC(=O)c2ccc(Br)o2)c(=O)[nH]1	.	0.9%	0%	2%	.	.	i	2.5	.	.	.
O=C1C2CC=CCC2C(=O)N1c1ccc(N2CCN(c3ccccn3)CC2)c([N+](=O)[O-])c1 (stereo not given)	1	3.4%	0%	3%	-6	-4	i	0.4	-18%	-5%	4%
COc1ccc(Cl)cc1NS(=O)(=O)c1c(C)[nH]c(C)c1C(=O)N1CCCCC1	.	88%	1%	-8%	.	.	i	0.8	.	.	.
Cc1nnc2c3cnn(-c4ccc(Cl)cc4)c3ncn12	0.3	.	.	2%	.	.	.	.	-4.4%	-5%	-3%
Oc1c(C(Nc2cccc(C(F)(F)F)c2)c2cccnc2)ccc2cccnc12 (stereo not given)	1.5	0.9%	70%	-8%	-5	-2	i	0.3	-4.2%	23%	30%
CC1(C)NC(=O)N(CC(=O)Nc2cc(C(F)(F)F)cc(C(F)(F)F)c2)C1=O	.	5.2%	-4%	0%	.	.	i	0.9	.	.	.
Cc1nn(Cc2ccc(Cl)cc2)c(C)c1NC(=O)c1cc(-c2ccc3c(c2)OCO3)on1	1.2	-0.5%	-12%	0%	-8	-14	?	.	-0.4%	2%	-6%
CCC1=[N+](CC(=O)c2ccc(C)cc2)CCn2cccc21	1.1	?	7%	5%	5	-1	i	2.3	-3.5%	-39%	-30%
CNC(=O)NC(=O)C(C)Oc1ccccc1F (stereo not given)	1.1	1.8%	-8%	2%	-2	1	i	0.6	-1.7%	-6%	-2%
O=C(NC(=S)Nc1cccc2cccnc12)c1ccccc1	0.9	1.2%	-2%	9%	3	1	.	.	2.0%	9%	10%
COc1ccc(CNC(=O)CCS(=O)(=O)c2ccc3c(c2)NC(=O)C(C)S3)cc1 (stereo not given)	.	3.0%	-6%	24%	.	.	i	5.9	.	.	.
CCOc1ccc(C(C)NC(=S)NC2CCCCC2)cc1OCC (stereo not given)	1.1	1.2%	-3%	1%	33	-3	i	0.7	-2.7%	10%	6%
CN1CCN(CCCCOc2cccc3ccccc23)CC1	.	-0.7%	5%	9%	.	.	i	0.3	.	.	.
O=S1(=O)CCN(Cc2ccc(Cl)c(Cl)c2)CC1	1.1	-0.1%	-4%	3%	7	-4	i	1.0	1.5%	0%	13%
COc1cccc(OC)c1OCCCN1CCC(Cc2ccccc2)CC1	.	-0.3%	-5%	2%	.	.	i	0.4	.	.	.
O=C(NC(=S)N1CCN(c2ccc(F)cc2)CC1)C12CC3CC(CC(C3)C1)C2	1.1	1.9%	-7%	0%	19	14	i	0.6	-0.2%	1%	-4%
CCCCCCNC(=O)C(C(=O)OCC)C1CCCCC1 (stereo not given)	1.1	2.8%	-6%	-2%	10	8	i	3.2	-0.2%	-5%	-4%
Cc1ccc(-c2cc(C(F)(F)F)n3ncc(C(=O)N4CCCc5ccccc54)c3n2)cc1	1.1	0.9%	5%	9%	-6	-3	i	6.4	-2.3%	0%	1%
O=C(Nc1cc(S(=O)(=O)N2CCOCC2)ccc1O)c1ccc2c(c1)S(=O)(=O)c1ccccc1C2=O	1	0.3%	-1%	13%	-15	10	i	0.7	-6.8%	46%	9%
O=C(Cn1cncc1-c1ccc([N+](=O)[O-])cc1)Nc1cccc2ccccc12	1	-0.4%	2%	4%	-11	4	i	0.8	-3.6%	2%	30%
NC(=O)COc1cc2oc(=O)c3c(c2cc1Cl)CCCC3	.	-0.3%	-7%	-2%	.	.	i	0.4	.	.	.
C/C(=N\NC(=S)NCCc1ccccc1)c1ccc(C#N)cc1	1	-0.7%	27%	2%	12	19	i	1.2	-2.0%	-2%	-1%
COc1ccc(-c2sc(Nc3ccccc3)n[n+]2C)c(C)c1C	.	-1.0%	4%	-2%	.	.	i	2.5	.	.	.
Cc1cccc(C(=O)NNS(=O)(=O)c2ccc(F)cc2)c1	.	0.6%	-8%	1%	.	.	i	0.1	.	.	.
CC1CCCCN1C(=O)CSc1nnc2c(n1)[nH]c1ccc(F)cc12 (stereo not given)	.	9.0%	-4%	2%	.	.	i	0.6	.	.	.
O=C(NC(=S)Nc1cccc2c(O)cccc12)c1ccccc1[N+](=O)[O-]	.	6.5%	-2%	-8%	.	.	i	0.5	.	.	.
Cc1ccc(-c2csc3ncnc(SCC(N)=O)c23)cc1	1	2.1%	1%	-3%	4	15	i	0.5	-0.4%	1%	3%
Cc1nn(-c2ccccc2)c(C)c1/C=C/C(=O)OCC(=O)N(C)C1CCS(=O)(=O)C1 (stereo not given)	1.1	2.9%	-1%	-4%	7	11	i	0.8	-2.1%	4%	4%
COc1cccc(CN2CCN(C3CCN(c4cccc(C)c4C)CC3)CC2CCO)c1 (stereo not given)	1	4.8%	8%	6%	4	-7	?	.	-7.3%	25%	17%
O=C(Nc1cc(C(F)(F)F)ccc1N1CCOCC1)c1ccc(F)cc1	1.1	2.9%	-5%	0%	2	4	.	.	-5.5%	11%	2%
Cn1c(CNC(=O)c2ccccc2F)nnc1SCC(=O)Nc1nnc(C2CC2)s1	.	1.6%	0%	3%	.	.	i	0.5	.	.	.
Cc1cccc(N(C)C(=O)CN2C(=O)COc3ccc(S(=O)(=O)N4CCCCCC4)cc32)c1	.	3.1%	-5%	-4%	.	.	i	0.0	.	.	.
O=C(O)COc1ccccc1C(Nc1ccccn1)c1cc(Cl)c2cccnc2c1O (stereo not given)	1	0.7%	-8%	0%	-14	10	i	1.0	-6.7%	14%	9%
O=C1CCC([N+](=O)[O-])C(c2cccc(Br)c2)N1 (stereo not given)	1.1	2.4%	-8%	0%	-15	-19	i	0.4	-11%	-1%	-2%
COCCCN(C(=O)Nc1ccc(C)c(C)c1)C(C)c1ccccn1 (stereo not given)	1.1	0.2%	9%	1%	-1	-9	i	2.5	-2.1%	1%	7%
COc1ccccc1N1CCN(C(c2cccs2)C(C)NC(=O)c2ccncc2)CC1 (stereo not given)	.	2.9%	0%	1%	.	.	i	0.6	.	.	.
CN1CCN(CC(=O)Nc2cccc([N+](=O)[O-])c2)CC1	1	-0.7%	-9%	14%	-7	-3	i	0.2	0.6%	9%	6%
O=C(Nc1ccccn1)c1ccc(Cl)s1	.	0.1%	-5%	11%	.	.	i	1.2	.	.	.
COc1cccc(S(=O)(=O)NCC(=O)Nc2ccc(C(C)(C)C)cc2)c1	1	16%	12%	-3%	10	-21	i	0.3	-6.2%	0%	3%
CCn1nccc1C(=O)Nc1ccc(Cl)cc1Cl	1.1	?	5%	3%	2	-4	i	0.6	-1.9%	7%	11%
CCn1c(SCC(N)=O)nnc1-c1ccc2c(c1)OCO2	1.1	0.3%	-2%	20%	-8	-21	i	0.7	-1.7%	-9%	-6%
CCNC(=S)N1CCN(c2ccc([N+](=O)[O-])cc2)CC1	0.9	0.1%	17%	-3%	-5	-1	i	0.7	-3.8%	5%	15%
Cc1c(Cl)cccc1Nc1nc(N)nc(CSc2ncccn2)n1	1.1	6.8%	-6%	2%	-22	-8	i	1.2	-5.1%	4%	4%
CCn1c(CSc2n[nH]c(N)n2)nc2cc(C(=O)O)ccc21	1.1	0.7%	-7%	79%	-12	12	i	0.9	-1.4%	-40%	-36%
COC(=O)c1ccc(COc2ccc(/C=N/Nc3nc(C)cc(=O)[nH]3)cc2)cc1	.	1.0%	2%	6%	.	.	i	1.2	.	.	.
CC(C)C(OC(=O)C1=Cc2ccccc2OC1)C(=O)NC1CCCC1 (stereo not given)	1.2	2.2%	0%	9%	18	14	i	0.2	-1.8%	3%	-2%

Additional results:
SMILES	TNAP activation fold	RSV CPE inhibition	Salmonella PhoP GFP	Siah-1 displacement	WT yeast gro inh	WT yeast gro inh mutant strain	Myeloid diff MLP	Myeloid diff MLP GFP+ MAC1+ %	XIAP antagonists	human PMI inhibition	human PMI inhibitors
Cn1c(=O)oc2cc(S(=O)(=O)CCC(=O)N3CCN(c4ccccc4F)CC3)ccc21	.	-0.8%	-4%	-1%	.	.	i	1.3	.	.	.
O=C(O)C1Cc2ccccc2CN1S(=O)(=O)c1ccc(Cl)cc1 (stereo not given)	1.1	0.5%	-4%	3%	-5	-10	i	0.6	-5.3%	-2%	-3%
CCOC(=O)C1CCN(c2c(Nc3ccc(C)c(C)c3)c(=O)c2=O)CC1	.	0.8%	-9%	-4%	.	.	i	0.9	.	.	.
Cc1cccn2c(=O)c3cc(C(=O)NC4CCCCC4)c(=N)n(Cc4ccccc4)c3nc12	.	17%	-12%	-4%	.	.	i	0.3	.	.	.
CCCCOCCCNC(=O)COc1ccccc1	1.1	1.2%	2%	1%	-1	-21	i	4.6	-3.5%	4%	2%
CCOC(=O)N1CCC(N2C(=O)c3ccc(C(=O)Nc4ccc(OC)c(OC)c4)cc3C2=O)CC1	.	-0.9%	15%	-1%	.	.	?	.	.	.	.
COc1cc(OC)cc(C(=O)Nc2ccc(N3CCN(C(=O)c4cccs4)CC3)cc2)c1	.	-1.1%	2%	0%	.	.	?	.	.	.	.
Cc1ccc(-c2noc(C3CCCN(C(=O)c4cccc(F)c4)C3)n2)cc1 (stereo not given)	.	-0.7%	10%	-5%	.	.	i	1.1	.	.	.
O=C(O)CC12CC3CC(C1)CC(n1ncc(NCc4ccc(F)cc4)c(Cl)c1=O)(C3)C2	.	3.9%	-3%	-2%	.	.	i	0.3	.	.	.
CCOc1cc(/C=N/NC(=O)C(=O)NCc2ccc3c(c2)OCO3)ccc1OCC(=O)N1CCOCC1	.	-0.4%	-2%	1%	.	.	i	2.7	.	.	.

Screens as filed in PubChem BioAssay.

Rows are unselected; about 3.1% have a hit in one of these screens.
